Screening data as filed in PubChem BioAssay.
RmlCD inh 1536: inhibitors of Mycobacterium tuberculosis RmlC and RmlD coupled enzymes; RmlC+RmlD coupled enzyme assay, percent inhibition; primary screen in compound mixtures; inhibition, % at 3.6 µM; hit rate 0.03% among 160,000; in the data active means inhibition mostly above about 34%, no sharp cut-off; further: some results filed as inactive read as strong as hits
Target sequence (P9WH09 whole entry, looked up): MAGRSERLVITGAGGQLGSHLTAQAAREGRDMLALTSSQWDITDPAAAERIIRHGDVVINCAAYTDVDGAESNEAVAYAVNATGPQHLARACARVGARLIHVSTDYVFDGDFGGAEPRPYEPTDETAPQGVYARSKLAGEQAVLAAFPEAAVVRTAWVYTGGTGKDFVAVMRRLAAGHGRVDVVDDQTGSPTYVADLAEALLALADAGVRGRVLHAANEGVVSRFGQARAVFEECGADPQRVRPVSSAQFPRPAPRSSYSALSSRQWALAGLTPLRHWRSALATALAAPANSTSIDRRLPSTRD
Target sequence (P9WH11 whole entry, looked up): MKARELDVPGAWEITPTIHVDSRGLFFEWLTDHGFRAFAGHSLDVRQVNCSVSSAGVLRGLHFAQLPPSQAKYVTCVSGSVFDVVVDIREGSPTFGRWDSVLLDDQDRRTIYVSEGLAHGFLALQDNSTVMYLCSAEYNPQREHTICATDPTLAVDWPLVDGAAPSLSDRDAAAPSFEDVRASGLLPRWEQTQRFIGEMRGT
M. tuberculosis GlmU: inhibition of mycobacterial GlmU enzyme – biochemical, glucosamine-1-phosphate acetyltransferase (AID 1376). inhibition, %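 (tested at 30 µM in the primary screen)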, or IC50 in µM where a hit was titrated. M. tuberculosis GlmU acetyltransferase enzyme assay; higher % means a stronger effect. hit rate 0.25% among 220,000; in the data active means inhibition above about 13%;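 further: 0% = complete reaction with vehicle and 100% = reaction without substrate; strong numbers were not always called active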
Numbers without * were called inactive; nt = not tested or not shown; & = joins results of further samples. The list is partial (hit frequency here may not be typical).

SMILES	RmlCD inh 1536	M. tuberculosis GlmU
COc1ccc2c(c1)-c1c(ssc1=S)C(C)(C)N2C(=O)CSC1=NCCS1	-6	5.7%
CC(O)(C#CCN1CCCC1)c1ccccc1 (stereo unspecified)	3	8.9%
CC(C)(C)C(=O)NC(=O)Nc1ccccc1C(F)(F)F	53	1.1%
COCCNC(=O)CSc1nc2cc(OC)c(OC)cc2c(=O)n1CCc1ccc(S(N)(=O)=O)cc1	-6	-7.6%
COC(=O)C1=C(C(=O)c2ccccc2)C(c2cccs2)n2nnnc2N1 (stereo unspecified)	-3	3.1%
Cc1cccc(C)c1NCc1nnc(SCC(=O)Nc2nc(-c3ccccc3)cs2)n1-c1ccccc1	-12	1.3%
CCN(CC)CCCN=C(N)N	8	1.8%
O=C(O)c1ccccc1Sc1ncnc2sccc12	6	1.9%
COc1ccc(-c2nn(C)c(=O)c3ccccc23)cc1CNC(=O)C1CCCCC1	31	-0.9%
Brc1ccc(CSc2nnc3ccccn23)cc1	-17	-3.4%
CCn1nnc(-c2ccccc2NC(=O)c2cc(OC)c(OC)c(OC)c2)n1	-2	-4.3%
O=c1nccc(SCc2ccc(Cl)cc2Cl)[nH]1	-5	-3.6%
O=C1Nc2ccccc2/C1=C\c1cccn1-c1ccc(OC(F)(F)F)cc1	-8	4.6%
Cc1nccn1S(=O)(=O)c1cc([N+](=O)[O-])ccc1Cl	-10	7.0%
CCOC(=O)C1C2C=CC3(CN(Cc4ccco4)C(=O)C13)O2 (stereo unspecified)	5	8.7%
CC(=O)c1c(C)[nH]c(C(=O)Nc2c(C)n(C)n(-c3ccccc3)c2=O)c1C	nt	2.9%
CCCc1cc(=O)[nH]c(Nc2ccc(Cl)cc2)n1	6	0.1%
COc1ccc(/C(N)=N/OC(=O)CCCc2ccccc2)cc1OC	-9	2.9%
Cc1ccc(N(C(=O)Cn2nnc(-c3ccc(F)cc3)n2)C(C(=O)NC(C)(C)C)c2ccncc2)cc1 (stereo unspecified)	6	7.4%
COc1ccc(NC(=O)[C@@H](NC(=O)c2ccccc2F)C(C)C)cc1S(=O)(=O)N1CCOCC1	-9	-0.5%
Cc1cccc(OCC(=O)NCC(=O)n2nc(C)cc2C)c1	nt	6.5%
O=C(Cc1cccc2ccccc12)Nc1ccc(N2CCOCC2)cc1	4	0.5%
O=C(Nc1cccc(F)c1)c1ccc(S(=O)(=O)N2CCOCC2)cc1	nt	0.9%
Cc1ccc(C(=O)N/C(=C\c2cccs2)C(=O)NCCc2c[nH]c3ccccc23)cc1C	1	-4.7%
CCOC(=O)c1cccc(C(=O)Oc2ccccc2)n1	-14	-4.5%
CCc1cc(-c2n[nH]c(C)c2-c2nc3ccccc3n2C)c(O)cc1O	12	2.4%
CN(C)CCN(C(=O)c1cccc(Cl)c1)c1nc2c(Cl)cccc2s1	0	-2.2%
O=C1CCC/C(=N/Nc2ccc(Cl)cc2)C1	3	6.0%
N#CC1=C(N)N2C(=C(C#N)C1c1ccccc1)Sc1ccccc12 (stereo unspecified)	nt	7.4%
O=C(COC(=O)c1ccc[nH]c1=O)Nc1cc(S(=O)(=O)N2CCCCC2)ccc1Cl	nt	-6.5%
COc1ccc(NC(=O)CSc2ncn[nH]2)c([N+](=O)[O-])c1	-9	7.0%
COc1ccccc1CN1C[C@@H]2C[C@@H](c3cccc(O)c3)N3CCC[C@@]23C1=O	nt	1.6%
CC(=O)Nc1cc(NC(C)=O)cc(C(=O)NC(C)(C)C)c1	-8	2.8%
Cc1ccc(CNc2ccc3c(c2)OCO3)cc1	-9	-8.0%
CCN1CCN(C(=O)CN(C)S(=O)(=O)c2ccc(Cl)cc2)CC1	nt	1.2%
Cc1ccc(Cn2ccc(-c3cnc(-c4ccccc4)s3)n2)cc1	0	-5.4%
COC(=O)c1cc(NC(=S)N2CCN(C(=O)C3CCCO3)CC2)cc(C(=O)OC)c1 (stereo unspecified)	nt	-5.4%
Cc1cc(C)cc(N(CC(=O)NC2CCC(C)CC2)S(=O)(=O)c2c(C)noc2C)c1 (stereo unspecified)	11	-4.0%
CC(C)c1noc2ncc(C(=O)c3cc(Cl)cc(Cl)c3O)cc12	nt	3.4%
COc1ccc(NS(=O)(=O)c2ccc3c(c2)n(C)c(=O)n3C)cc1	nt	-0.4%
Cc1ccc(CSCCNC(=O)CN(c2cc(C)ccc2C)S(C)(=O)=O)cc1	-4	0.7%
C=CCN=C(NC#N)SCC(=O)NC(C)(C)C	nt	7.4%
CC1(C)C(C(=O)NCc2ccco2)C1(C)C	0	0.9%
O=C(N/N=C1/CC2C=CCC12)c1ccc(Br)o1 (stereo unspecified)	nt	-1.4%
Cc1ccc2nc(-c3ccccc3Cl)cc(C(=O)Nc3cc(C)on3)c2c1	-4	-1.8%
CCOC(=O)C1=C(CSc2nc(-c3ccccc3)ccc2C#N)OC(N)=C(C#N)C1c1ccc(OC)cc1 (stereo unspecified)	7	-1.2%
OC(CCN1CCCCC1)(c1ccccc1)C1CCCCC1 (stereo unspecified)	nt	-0.7%
COc1ccc(NC(=O)N2CCC(O)(c3cccnc3)CC2)c(OC)c1	1	-4.6%
N#CCCC(CCC#N)C1=NCCc2ccccc21	-9	0.9%
CCOC(=O)/C(C)=C1\NC(C)(C)Cc2ccccc21	7	-5.7%
CCOC(=O)c1[nH]c2ccccc2c1NC(C)=O	nt	-3.0%&6.2%
O=C(CSC1=NCCS1)N1CCN(c2ccccc2)CC1	nt	3.8%
O=C1c2ccccc2C(=O)N1CCCc1nc(-c2ccc(Cl)cc2)no1	4	-5.2%
Cc1cc(C(=O)NCc2cccs2)ccc1[N+](=O)[O-]	-14	0.1%
COc1cc(/C=C(/C#N)C(=O)Nc2ccc(C)cc2)ccc1Oc1nc(Cl)ncc1F	-4	4.0%
CN(C)c1nc(NCc2ccccc2)nc(N/N=C/c2ccc(Br)cc2)n1	8	-3.6%
O=C(O)c1ccc(N/N=C/c2ccc3nccnc3c2)cc1	11	1.8%
O=Cc1cc2ccccc2nc1SCc1ccc(Cl)c(Cl)c1	18	-10%
Cc1ccc(CSc2ncnc3ccccc23)cc1	-8	-2.0%
CCc1ccc(C(=O)NC(=S)Nc2ccc(N3CCOCC3)cc2)cc1	-8	1.9%
Continuation.
SMILES	RmlCD inh 1536	M. tuberculosis GlmU
COc1ccc(/C=N/NC(=O)c2ccc(F)cc2)cc1CN1CCc2cc(OC)c(OC)cc2C1C (stereo unspecified)	-11	-6.3%
Cn1c(SCC(=O)CC(=O)Nc2ccccc2)nnc1-c1ccc(O)cc1	nt	3.6%
CCCSc1nc(O)c(C(c2ccc(OC)c(O)c2)c2c(O)nc(SCCC)n(C)c2=O)c(=O)n1C	7	0.4%
CCOC(=O)N1CCN(C(=O)Cc2c(C(=O)O)n(C)c3ccccc23)CC1	nt	2.3%
CCOC(=O)Cn1c(=O)cnc2ccccc21	-10	0.8%
CCCCCc1cccnc1	12	4.3%
CC(C)(C)C(=O)CSc1nc2ncc(Br)cc2[nH]1	4	0.6%
Cc1cccc(C)c1OP(N)(=O)Oc1c(C)cccc1C	6	-0.2%
Cc1nnc(SCC(=O)N2CCc3ccccc32)s1	-1	-2.3%
COc1ccc2cc(C(c3nnnn3C3CCCC3)N3CCCCCC3)c3nnnn3c2c1 (stereo unspecified)	-11	1.4%
Cc1n[nH]c(C)c1Cc1ccc(C(=O)O)cc1	79	1.5%
Cc1ccc(-n2c(C)cc(C(=O)CN3CCOCC3)c2C)cc1	2	-3.2%
Cc1ccc(NC(=O)CSc2nc(O)cc(=O)n2C)cc1	nt	9.1%
O=C(CCC(=O)Nc1ccccc1)NNS(=O)(=O)c1ccccc1[N+](=O)[O-]	8	-2.5%
O=C(CSC1=NC(=O)C(Cc2ccccc2)C(=O)N1)Nc1ncccn1 (stereo unspecified)	-3	1.7%
Cc1nc2ccc(NC(=O)c3ccccc3)cc2s1	3	2.0%
Cc1nc2ccccn2c1C(=O)NC1CCCC1	-2	4.9%
COc1ccc(C)cc1-n1nnnc1SCc1cn2ccsc2n1	nt	0.5%
O=C(Nc1ccc(F)cc1)c1c(Cl)nc2ccccn12	48	-2.3%
CCCc1c(C)nc(-c2ccc(C)cc2)nc1OC(=O)N(C)C	15	4.0%
CCc1ccccc1NC(=O)COC(=O)C1CC(=O)N(c2ccc(F)cc2)C1 (stereo unspecified)	12	-1.2%
Cc1cc(=O)n2c3ccccc3n(CC(O)CN3CCCC3)c2c1C#N (stereo unspecified)	4	2.0%
COc1ccc(OC2OC3COC(c4ccco4)OC3C(O)C2NC(C)=O)cc1 (stereo unspecified)	nt	-1.4%
CCOC(=O)c1[nH]c2ccc(F)cc2c1NC(=O)CN1CCc2cc(OC)c(OC)cc2C1	3	nt
CO/N=C/NC(=O)C1=NOC(CNc2ncc(C(F)(F)F)cc2Cl)C1 (stereo unspecified)	7	6.5%
Cc1cc(C(=O)Cn2nnc(-c3ccc(Cl)cc3)n2)c(C)n1-c1ccccc1	3	4.3%
Cc1c(NC(=O)C(C)OC(=O)CCC2CCCC2)c(=O)n(-c2ccccc2)n1C (stereo unspecified)	-11	3.0%
Clc1ccc2c(c1)C(c1ccccc1Cl)=NCc1nncn1-2	nt	3.6%
COC(=O)c1ccc(CSc2ccccc2C)o1	4	3.2%
CC(C)(O)[C@@H]1Cc2c(ccc3ccc(=O)oc23)O1	nt	1.8%

Full records as entered above. Order of values: RmlCD inh 1536 | M. tuberculosis GlmU
Cc1nc2ccc(NC(=O)c3ccccc3)cc2s1 as listed: 3 | 2.0%
CCCSc1nc(O)c(C(c2ccc(OC)c(O)c2)c2c(O)nc(SCCC)n(C)c2=O)c(=O)n1C as listed: 7 | 0.4%

Next part.
SMILES	RmlCD inh 1536	M. tuberculosis GlmU
Cc1ccc(Cn2ccsc2=NC(=O)CCl)cc1	9	5.8%
O=c1c2c(nc3nc(NCc4ccccc4Cl)[nH]n13)CCC2	9	1.7%
CCOC(=O)N1CCC(N2CCN(C3CCCC3)C(CCO)C2)CC1 (stereo unspecified)	nt	2.4%
CCN1C(=O)c2cccc3c(S(=O)(=O)Nc4ccccc4)ccc1c23	-59	6.5%
Cc1c(C(=O)C(=O)NCCc2ccc(S(N)(=O)=O)cc2)c2ccccc2n1C	-5	7.6%
O=[N+]([O-])c1cc([N+](=O)[O-])c(N2CCCCCC2)cc1NCCO	7	6.1%
O=C(CN1CCN(c2ccccc2)CC1)Nc1ccccc1C(F)(F)F	-5	-2.9%
Cc1cc(C)nc(N(C#N)CN2C(=O)c3ccccc3S2(=O)=O)n1	nt	-4.3%
O=C(Cc1ccc2c(c1)OCCO2)N1CCN(S(=O)(=O)c2cccc(C(F)(F)F)c2)CC1	1	1.2%
O=C(CSc1ncc(-c2ccccc2)n1CC1CCCO1)N1CCCCC1 (stereo unspecified)	0	1.9%
COc1cc(Cl)c(S(=O)(=O)N2CCOCC2)cc1Cl	nt	-1.3%
COc1ccc(C2=Nn3c(nnc3-c3ccc(OC)cc3)SC2)cc1	5	-0.8%
Cc1nnn(-c2nonc2N)c1C(=O)N/N=C/c1cccc2ccccc12	-5	3.0%
COc1ccc(Cn2ccc(=O)c(Cc3c(Cl)cccc3Cl)c2C)cc1	nt	0.2%
COc1cc(OC)cc(C(=O)NN2CCCCC2)c1	-7	-7.1%
O=C(Cn1nnc(-c2ccccc2)n1)NNC(=O)c1ccc(Br)cc1	-5	2.1%
COc1ccc(N(CC(=O)Nc2cc(C)ccc2C)S(=O)(=O)c2c(C)nn(C)c2C)cc1	5	nt
O=C(c1ccc(F)cc1)N1CCOCC1	2	0.6%
O=C(CCC(=O)c1ccc(Oc2ccccc2)cc1)Nc1cccc(Cl)c1	-10	3.8%
Cc1ccc(OCCC(=O)O)cc1	2	2.8%
CC(=O)N1c2ccccc2NC2=C(C(=O)CCC2)C1c1ccc(F)cc1 (stereo unspecified)	1	-1.6%
CN(c1ccccc1)S(=O)(=O)c1cccc(NC(=O)CSc2ncc(C(F)(F)F)cc2Cl)c1	nt	-4.0%
COc1ccc(/C=C/C(O)=C(\C#N)c2nnc(N3CCOCC3)n2-c2ccccc2)cc1OC	6	-6.5%
O=C(N/N=C1/CCSC1)c1cccc([N+](=O)[O-])c1	-13	-2.0%
CC(=O)Nc1ccccc1C(=O)C(=O)Nc1cccc(C(=O)N2CC(C)CC(C)C2)c1 (stereo unspecified)	4	4.9%
COc1cc(SC)ccc1C(=O)NCc1ccc(C)cc1	nt	2.4%
COc1ccccc1-n1c(-c2cccs2)nc2ccccc2c1=O	nt	-3.9%

Compounds shown so far that contain an NH in an aromatic ring (twelve):
SMILES	RmlCD inh 1536	M. tuberculosis GlmU
O=c1nccc(SCc2ccc(Cl)cc2Cl)[nH]1	-5	-3.6%
CC(=O)c1c(C)[nH]c(C(=O)Nc2c(C)n(C)n(-c3ccccc3)c2=O)c1C	nt	2.9%
CCCc1cc(=O)[nH]c(Nc2ccc(Cl)cc2)n1	6	0.1%
Cc1ccc(C(=O)N/C(=C\c2cccs2)C(=O)NCCc2c[nH]c3ccccc23)cc1C	1	-4.7%
CCc1cc(-c2n[nH]c(C)c2-c2nc3ccccc3n2C)c(O)cc1O	12	2.4%
O=C(COC(=O)c1ccc[nH]c1=O)Nc1cc(S(=O)(=O)N2CCCCC2)ccc1Cl	nt	-6.5%
COc1ccc(NC(=O)CSc2ncn[nH]2)c([N+](=O)[O-])c1	-9	7.0%
CCOC(=O)c1[nH]c2ccccc2c1NC(C)=O	nt	-3.0%&6.2%
CC(C)(C)C(=O)CSc1nc2ncc(Br)cc2[nH]1	4	0.6%
Cc1n[nH]c(C)c1Cc1ccc(C(=O)O)cc1	79	1.5%
CCOC(=O)c1[nH]c2ccc(F)cc2c1NC(=O)CN1CCc2cc(OC)c(OC)cc2C1	3	nt
O=c1c2c(nc3nc(NCc4ccccc4Cl)[nH]n13)CCC2	9	1.7%
